High-throughput results as filed in PubChem.
STEP block: STEP (human) phosphatase inhibition; P54829; inhibition, % at 20 µM; recombinant STEP, OMFP fluorogenic substrate, fluorescence; 360,000 tested, 0.25% active;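 active = inhibition at 20 µM, scaled per plate between control wells, above about 37%, limit read from the data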;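 also: 0% = DMSO with enzyme and substrate and 100% = substrate only without enzyme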
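System: STEP phosphatase, cell-free reaction; Buffer or medium: Bis-Tris pH 6.0 buffer with DTT, detergent; Incubation: 20 min at room temperature, dark; Measured by: fluorescence, 480/540 nm.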
LMPTP inh: LMPTP (human) inhibition. P24666. recombinant LMPTP-A, OMFP fluorogenic substrate, fluorescence intensity. inhibition, % at 20 µM. 360,000 tested, 0.22% active. AID 651560;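 active = compounds that cut the enzyme signal by at least half of the control window in the single-dose screen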;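 also: plate controls were DMSO wells with enzyme plus substrate for no effect and substrate without enzyme for full effect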
Target sequence (P24666 whole entry, looked up): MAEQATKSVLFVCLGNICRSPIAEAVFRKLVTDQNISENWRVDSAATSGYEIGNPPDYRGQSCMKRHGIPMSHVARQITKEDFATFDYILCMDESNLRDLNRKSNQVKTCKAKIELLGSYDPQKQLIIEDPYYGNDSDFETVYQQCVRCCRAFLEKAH
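Test system – LMPTP-A enzyme · Amount – LMPTP-A at 0.625 nM final in the reaction · Buffer or medium – Bis-Tris pH 6.0, DTT, detergent · Reagent – OMFP 400 µM · Doses – single 20 µM dose · Schedule – reaction 50 min, room temperature, dark · Detection – fluorescence intensity of OMFP turnover product · Evaluation – percent inhibition versus substrate-only and uninhibited controls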
NadD inh: blocks S. aureus nicotinate mononucleotide adenylyltransferase. 360,000 tested, 0.78% active. AID 602399. purified NadD enzyme, colorimetric absorbance read-out. inhibition, % at 20 µM; in the data active = inhibition above about 26%; also: some compounds past the cut are filed as inactive
Rpn11 block: inhibitors of human proteasome Rpn11. O00487. human 26S proteasome, Ub4-pepOG fluorescence polarization; 20S core pre-blocked with epoxomicin. calls only at 20 µM. 360,000 tested, 0.59% active. AID 588493;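 active = inhibition at 20 µM, scaled to each plate's controls, above about 33%, limit read from the data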
SUMO1-SIM PPI: alters human SUMO1 binding to SIM partners | 360,000 tested, 0.33% active | SUMO1 binding to a labelled peptide, TR-FRET, 1 h | P63165 | inhibition, % at 20 µM; in the data active = inhibition above about 37%
Target sequence (P63165 whole entry, looked up): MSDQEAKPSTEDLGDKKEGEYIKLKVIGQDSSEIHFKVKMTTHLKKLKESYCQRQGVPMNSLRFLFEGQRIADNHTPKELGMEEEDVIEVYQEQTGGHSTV
CSN inh: blocks human CSN-mediated cullin deneddylation. AID 651999. inhibition, % at 12.5 µM. 360,000 tested, 0.38% active. Purified CSN, SCF-Nedd8-OG deneddylation, fluorescence polarization;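 active = pattern-corrected inhibition above about 35%, with an unprinted fluorescence ratio check between 0.5 and 1.5, limit read from the data, passing the limit was not always enough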;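 also: 0% = enzyme with substrate and 100% = substrate without enzyme; some results filed as inactive read as strong as hits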
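Assay system: HEK293T-derived human Csn5 enzyme; quantity: 0.24 nM enzyme; medium: Tris/NaCl/DTT buffer, pH 7.5; also added: substrate SCFSkp2-Nedd8OG, 10 nM; doses: 12.5 µM compound; schedule: 90 min reaction at room temperature; signal: FP; read-out: % inhibition of substrate cleavage by Csn5; benchmarks: substrate-only high control, full reaction low control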
Tb MetRS inh: blocks T. brucei methionyl-tRNA synthetase activity; purified T. brucei MetRS, ATP depletion, Kinase-Glo luminescence; inhibition, % at 11.9 µM; 360,000 tested, 0.4% active;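 active = inhibition above a per-plate cutoff of the control wells' mean inhibition plus 3 SD, cut at about 5.5% in these data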;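 also: 0% = DMSO wells median and 100% = median of wells with control inhibitor compound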
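Dosing: 11.9 µM single point; system: parasite MetRS enzyme; technique: luminescence of leftover ATP; times: 15 min enzyme-compound preincubation, 2 h reaction, 10 min detection, 25 °C; replicates: each compound tested once; read-out basis: percent inhibition relative to median high and low control wells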
DNMT1 inh: DNMT1 (human) enzyme inhibition; DNMT1 molecular beacon, Hinp1I cleavage, fluorescence; inhibition (reported as % activation of signal), % at 10 µM; 360,000 tested, 0.83% active; P26358; in the data active = inhibition above about 50%
Scp1 inh: blocks human Scp-1 phosphatase activity; Q9GZU7; Recombinant Scp1, phosphopeptide, malachite green phosphate absorbance; inhibition, % at 20 µM; 340,000 tested, 0.88% active;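 active = inhibition above about 50% at 20 µM, limit read from the data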;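 also: plate controls were DMSO wells with enzyme for no effect and wells lacking enzyme for full effect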
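Incubation: 45 min enzyme reaction at room temperature / System: truncated SCP-1 phosphatase (76-261aa) / Reagent: Phospho 17-mer peptide substrate / Buffer or medium: Acidic Tris acetate buffer with magnesium and detergent / Signal: absorbance at 630 nm / Doses: one concentration, 20 µM, with 1.0% DMSO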
MLLE-PAM2 inh: inhibitors of microRNA-mediated deadenylation, human PABP1 MLLE binding | P11940 | GST-MLLE / FITC-PAM2 fluorescence polarization | inhibition, % at 20 µM | 360,000 tested, 0.36% active | AID 588489; in the data active = inhibition above about 35%, passing the limit was not always enough;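 also: plate controls were DMSO wells with GST-MLLE for no effect and wells lacking GST-MLLE protein for full effect; some results filed as inactive read as strong as hits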
Target sequence (P11940 whole entry, looked up): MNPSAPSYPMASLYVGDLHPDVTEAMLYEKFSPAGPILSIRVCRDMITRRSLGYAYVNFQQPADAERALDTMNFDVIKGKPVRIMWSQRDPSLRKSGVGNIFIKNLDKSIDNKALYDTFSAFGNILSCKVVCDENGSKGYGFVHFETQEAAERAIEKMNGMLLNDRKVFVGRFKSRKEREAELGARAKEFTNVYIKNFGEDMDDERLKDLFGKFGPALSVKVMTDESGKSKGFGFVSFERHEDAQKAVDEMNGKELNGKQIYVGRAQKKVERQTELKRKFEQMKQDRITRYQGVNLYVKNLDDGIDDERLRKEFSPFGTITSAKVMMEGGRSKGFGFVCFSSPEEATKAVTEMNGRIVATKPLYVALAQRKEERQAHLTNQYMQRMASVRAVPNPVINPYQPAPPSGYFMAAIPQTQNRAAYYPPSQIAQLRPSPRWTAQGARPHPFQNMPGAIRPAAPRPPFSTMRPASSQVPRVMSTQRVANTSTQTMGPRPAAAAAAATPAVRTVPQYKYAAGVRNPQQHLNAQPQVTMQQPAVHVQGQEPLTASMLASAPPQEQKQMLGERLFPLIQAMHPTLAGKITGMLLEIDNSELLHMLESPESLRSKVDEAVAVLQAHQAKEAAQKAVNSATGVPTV
Active calls of the source: *; i = inactive; . = not tested or not shown. Compounds were not picked by outcome. About 3.6% of those tested had a hit in this group.

nr	canonical_smiles	STEP block	LMPTP inh	NadD inh	Rpn11 block	SUMO1-SIM PPI
1	O=c1c2ccccc2c(-c2ccccc2)nn1-c1ccccn1	3	-1.4	-3	i	0
2	O=C1CCC(=O)N1c1ccc(S(=O)(=O)Nc2ccc(Br)cc2)cc1	-1	-0.5	-6	i	-2
3	CN1CCN(c2nc(-c3cccnc3)nc3scc(-c4ccccc4)c23)CC1	-4	2.2	-3	i	-6
4	COc1cc(C2CC(=O)Oc3ccc(C(C)(C)C)cc32)cc(OC)c1OC (stereo not drawn)	5	0.7	-4	i	-2
5	OCCC1CN(Cc2nc(-c3ccccc3)cs2)CCN1Cc1ccc(F)cc1 (stereo not drawn)	2	1.0	-7	i	4
6	c1ccc2c(CSCCc3ccncc3)cccc2c1	2	-2.7	0	i	-4
7	O=C(NCCOc1ccc(F)cc1)C1CCC(=O)N(CCCN2CCOCC2)C1 (stereo not drawn)	-2	-0.4	-1	i	3
8	O=C(NC(=S)Nc1ccccc1)c1cc([N+](=O)[O-])ccc1N1CCOCC1	3	0.4	-5	i	-19

nr	CSN inh	Tb MetRS inh	DNMT1 inh	Scp1 inh	MLLE-PAM2 inh
1	1	0.3	-1	-1	1
2	-1	-1.2	0	-1	-15
3	3	0.3	1	-5	-2
4	-2	-2.7	1	1	-6
5	-1	-0.3	-2	-4	-2
6	6	-0.3	-9	-2	17
7	2	0.0	0	-1	14
8	0	-0.3	0	-8	10

(continued)
nr	canonical_smiles	STEP block	LMPTP inh	NadD inh	Rpn11 block	SUMO1-SIM PPI
9	CCOc1cc(NC(=S)NCCCN2CCOCC2)c(OCC)cc1NC(=O)C1CC1	-2	-4.4	0	i	1
10	CC1=Nn2c(nnc2C2CCCCC2)SC1	5	-2.1	1	i	-2
11	O=C(COc1ccc(Cl)cc1)NCc1n[nH]c(=O)c2ccccc12	0	-1.8	-1	i	2
12	COc1cc(NC(=O)CSc2nnnn2Cc2ccccc2)cc(OC)c1	-2	0.0	-7	i	-3
13	CCOc1ccccc1OCCC(=O)OCC(=O)Nc1c(C)nn(-c2ccccc2)c1C	-2	-0.8	5	i	7
14	Cc1cnc(NC(=O)COc2ccc3c(c2)CCC3)s1	0	0.6	-8	i	1
15	C/C(N)=C(/C#N)C(=O)CSc1nnc(-c2ccc3c(c2)OCO3)o1	2	-0.6	1	i	-1
16	O=C(Cn1cnc2c(nnn2Cc2ccc(F)cc2)c1=O)NCc1ccc(F)cc1	6	0.2	1	i	4

nr	CSN inh	Tb MetRS inh	DNMT1 inh	Scp1 inh	MLLE-PAM2 inh
9	-12	-1.6	11	-3	18
10	-1	-0.8	0	-3	-13
11	2	-0.3	4	1	-8
12	11	-0.6	5	4	5
13	-4	-0.5	5	2	8
14	5	-0.2	0	-4	5
15	0	-0.3	4	16	-8
16	-3	-0.1	-7	-5	-2

Additional compounds
nr	canonical_smiles	STEP block	LMPTP inh	NadD inh	Rpn11 block	SUMO1-SIM PPI
17	CC(OC(=O)Cc1c[nH]c2ccccc12)C(=O)Nc1ccccc1[N+](=O)[O-] (stereo not drawn)	2	2.0	-7	i	-30
18	Cc1cc2ccccn2c1C(=O)c1ccc(N/N=C/c2ccc(C(=O)O)cc2)c([N+](=O)[O-])c1	99*	8.3	21	i	104*
19	O=S1(=O)CC(NCc2ccccc2)C(Nc2ccc(Cl)cc2)C1 (stereo not drawn)	-3	0.8	-7	i	-3
20	COc1cc(NC(=O)c2ccc(-c3ccnn3C)c3ccoc23)cc(OC)c1OC	3	2.4	4	i	6
21	Cc1ccc(S(=O)(=O)N2CCOCC2)cc1NC(=O)COC(=O)CNC(=O)c1ccc(C(C)(C)C)cc1	0	-0.8	0	i	10
22	O=C1c2ccccc2C(=O)N1CCCCSc1nnnn1-c1ccccc1	2	-0.3	-9	i	-8
23	COC(=O)c1[nH]c2ccccc2c1NC(=O)CN1CCN(c2cccc(Cl)c2)CC1	1	4.7	6	i	-1
24	O=[N+]([O-])c1ccc(NCCc2ccccc2)c(Br)c1	3	0.7	-6	i	-11

nr	CSN inh	Tb MetRS inh	DNMT1 inh	Scp1 inh	MLLE-PAM2 inh
17	-4	-0.6	0	-8	0
18	2	-1.6	88*	114*	-36
19	-6	-0.2	-1	3	3
20	4	0.2	0	.	4
21	0	-1.0	-4	-1	-33
22	-3	-0.8	1	-9	-9
23	0	-0.4	-10	-10	-1
24	-5	.	1	-17	9

Arranged by heavy-atom count (largest number first): some entries from above
nr	canonical_smiles	STEP block	LMPTP inh	NadD inh	Rpn11 block	SUMO1-SIM PPI
18	Cc1cc2ccccn2c1C(=O)c1ccc(N/N=C/c2ccc(C(=O)O)cc2)c([N+](=O)[O-])c1	99*	8.3	21	i	104*
23	COC(=O)c1[nH]c2ccccc2c1NC(=O)CN1CCN(c2cccc(Cl)c2)CC1	1	4.7	6	i	-1
17	CC(OC(=O)Cc1c[nH]c2ccccc12)C(=O)Nc1ccccc1[N+](=O)[O-] (stereo not drawn)	2	2.0	-7	i	-30
19	O=S1(=O)CC(NCc2ccccc2)C(Nc2ccc(Cl)cc2)C1 (stereo not drawn)	-3	0.8	-7	i	-3
24	O=[N+]([O-])c1ccc(NCCc2ccccc2)c(Br)c1	3	0.7	-6	i	-11

nr	CSN inh	Tb MetRS inh	DNMT1 inh	Scp1 inh	MLLE-PAM2 inh
18	2	-1.6	88*	114*	-36
23	0	-0.4	-10	-10	-1
17	-4	-0.6	0	-8	0
19	-6	-0.2	-1	3	3
24	-5	.	1	-17	9

Next section:
nr	canonical_smiles	STEP block	LMPTP inh	NadD inh	Rpn11 block	SUMO1-SIM PPI
25	O=C(CN1CCN(Cc2ccccc2)CC1)N/N=C/c1ccco1	-4	-1.2	-2	i	-2
26	Clc1ccc(-c2nnc(COc3ncnc4ccccc34)o2)cc1	-1	0.0	-1	i	-4
27	Cc1ccccc1OCC(=O)N(Cc1ccc(N(C)C)cc1)C1CCS(=O)(=O)C1 (stereo not drawn)	-2	-0.9	7	i	3
28	COC(=O)c1cc(S(=O)(=O)N2c3ccccc3CC2C)cn1C (stereo not drawn)	2	-0.1	-8	i	3
29	Cc1c(Cl)cnc(NC(=O)CSc2nnnn2C)c1Cl	-1	0.4	-5	i	-3
30	CCCCC(CC)CNC(=O)C1C2C=CC(C2)C1C(=O)O (stereo not drawn)	-7	-1.1	-6	i	-1
31	COc1ccc(OCCN2CCC(C(=O)NC(c3ccc(F)cc3)c3ncccc3C)CC2)cc1 (stereo not drawn)	3	-1.5	-11	i	3
32	Cc1cc(C)c2c(CN3CCCCCCC3)cc(=O)oc2c1	-2	1.3	1	i	-3

nr	CSN inh	Tb MetRS inh	DNMT1 inh	Scp1 inh	MLLE-PAM2 inh
25	1	0.1	0	-14	-9
26	5	-0.5	-3	-3	7
27	5	-0.6	-9	-2	1
28	38*	-0.4	1	-12	-3
29	-4	-0.1	4	-5	3
30	2	-0.5	1	-4	-15
31	-1	0.0	1	.	-6
32	-2	-0.3	1	.	15

Next compounds:
nr	canonical_smiles	STEP block	LMPTP inh	NadD inh	Rpn11 block	SUMO1-SIM PPI
33	O=C(c1ccc2c(c1)OCO2)N(c1ccc(F)cc1)C1C=CS(=O)(=O)C1 (stereo not drawn)	0	-2.1	6	i	0
34	CCOC(=O)c1cc(-c2ccccc2)nn1CC1CC(c2ccc(OC)cc2)=NO1 (stereo not drawn)	2	3.7	-16	i	3
35	CCCCN1C2=C(C(=O)CC(C)(C)C2)C(c2ccccc2)C2=C1c1ccccc1C2=O (stereo not drawn)	3	3.8	4	i	-13
36	CCN1C(=O)/C(=C2\SC(=S)N(CCCOC)C2=O)c2ccccc21	1	1.9	4	i	-1
37	NS(=O)(=O)c1ccc2c(c1)C1C=CCC1C(C1CC=CCC1)N2 (stereo not drawn)	0	0.7	39*	i	2
38	COc1cc(C(=O)Nc2nc3ccccc3s2)ccc1OCc1c(C)noc1C	-12	0.4	4	i	-1
39	Cc1ccc(NCc2nnc(SCCN3CCCCC3)n2CC2CCCO2)c(C)c1 (stereo not drawn)	-1	-1.6	-2	i	0
40	Cc1ccc(NC(=S)Nn2cnnc2)cc1	0	0.9	-5	i	4

nr	CSN inh	Tb MetRS inh	DNMT1 inh	Scp1 inh	MLLE-PAM2 inh
33	1	-1.1	-2	-7	-7
34	0	-0.5	0	-3	-6
35	-5	0.1	-16	-10	4
36	-3	-1.2	3	-6	19
37	4	1.3	-34	-1	0
38	1	-1.2	1	16	-2
39	2	-1.3	1	-1	-32
40	6	0.2	7	-5	9

(continued)
nr	canonical_smiles	STEP block	LMPTP inh	NadD inh	Rpn11 block	SUMO1-SIM PPI
41	CN(CC(=O)Nc1ccc(Cl)c(C(F)(F)F)c1)C(=O)c1cc(=O)[nH]c2ccccc12	-1	1.2	-2	i	2
42	CCOc1ccc(NC(=O)CCNS(=O)(=O)c2ccc3c(c2)c(=O)n(C)c(=O)n3C)cc1	1	-2.2	2	i	-2
43	C[C@@H]1CCCCO[C@H](CN(C)C(=O)CCC(F)(F)F)[C@@H](C)CN([C@H](C)CO)C(=O)c2cc(NC(=O)c3ccncc3)ccc2O1	-1	-3.0	3	i	1
44	COc1ccc(NC(=O)c2cccs2)cn1	-2	-0.3	-2	i	2
45	O=C(NCCCN1CCCC1=O)c1cccc(NS(=O)(=O)c2ccc(Br)cc2)c1	-3	-0.7	-1	i	2

nr	CSN inh	Tb MetRS inh	DNMT1 inh	Scp1 inh	MLLE-PAM2 inh
41	-3	2.2	-2	-4	12
42	0	-0.1	1	-4	0
43	-4	-0.8	5	.	3
44	-1	0.1	2	-8	-10
45	3	0.2	0	-9	15
